A549 viability = Nrf2 qHTS screen for inhibitors: counterscreen for cytotoxicity; A549 ARE-Fluc cells, CellTiter-Fluor viability, 18-24 h; Potency, µM (doses to about 46 µM), for the others: top-dose activity change, negative = cytotoxicity, most hits filed as inhibitors; 0.16% of 390,000 active; further: on the % scale 0 is the no-effect control and ±100 the full control effect
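A549 ARE_Fluc cells in 5% FBS OPTI-MEM were exposed to compounds in concentration-response for 18-24 h at 37 deg C. Viability was read by CellTiter-Fluor fluorescence (Ex 405/Em 525) after 30 min, before the luciferase read.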
HepG2 viability = qHTS for Inhibitors of TGF-b: Cytotox Counterscreen. HepG2 CAGA-GFP viability, ATP luminescence, 18 h. Potency, µM (titrated, usually from 46.1 µM), inactives show top-dose activity change, negative = cytotoxicity, most hits filed as cytotoxic. 0.76% of 410,000 active. AID 588856, 2011; further: some results filed as inactive show a strong effect at the top dose
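CellTiter-Glo luminescence gave cytotoxicity after 18 hours at 37 degrees C. The cells were HepG2 CAGA-GFP in 1% FBS DMEM, stimulated with 500 pg/mL TGF-beta after compound addition. %Activity was normalised to no-cell wells (complete cell-killing) and DMSO (no toxicity), and curves were fitted and classified.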
Nrf2 activator = qHTS of Nrf2 Activators; Potency, µM (doses to about 46.1 µM), without a hit: at the highest dose activation, hits mostly activators; 0.31% of 410,000 active; AID 624171, 2012; AREc32 ARE-luciferase reporter (MCF7-derived line), luminescence, 24 h; further: % of control where 0% means no effect; nearly all actives have a fitted effect of over 65% in size
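Cells of the AREc32 ARE-luciferase line are plated in OPTI-MEM containing 5% FBS and left overnight at 37 deg C. Compounds are pinned in, incubation continues 24 hr, and firefly luciferase signal is then measured.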
Nrf2 block = Nrf2 qHTS screen for inhibitors | Potency, µM (highest dose often 46 µM), without a hit: top-dose activity change, negative = inhibition, usual class: inhibitors | 2.1% of 360,000 active | A549 ARE-Fluc reporter, luciferase luminescence, 18-24 h; further: on the % scale 0 is the no-effect control and ±100 the full control effect; nearly all actives have a fitted effect of over 60% in size
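Quantitative HTS in A549 cells stably bearing an antioxidant response element-firefly luciferase construct. Inhibition of Nrf2-driven transcription was scored by luminescence after 18-24 h of compound exposure at 37 °C.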
ATXN2 expr inh = Primary qHTS for Inhibitors of ATXN expression | 0.72% of 360,000 active | Potency, µM (highest dose often 57 µM), for inactives: at the top dose activity change, negative = inhibition, usual class: inhibitors | HEK-293 ATXN2-luciferase reporter, luminescence, 24 h; further: on the % scale 0 is the no-effect control and ±100 the full control effect; nearly all actives have a fitted effect of over 55% in size
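ATXN2-luciferase reporter cells (luciferase flanked by upstream and downstream ATXN2 gene portions) were treated 24 h at 37 °C with compounds at up to 57 uM. SteadyGlo luminescence gave expression; GF-AFC fluorescence gave viability.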
MCF10A rereplic = A quantitative high throughput screen for small molecules that induce DNA re-replication in MCF 10a normal breast cells | MCF 10A DNA re-replication, Hoechst nuclear intensity, 48 h | Potency, µM (titrated, usually from 46.1 µM), for the others: at the top dose activity, positive = re-replication, actives largely listed as activators | 2.9% of 350,000 active | AID 624296, 2012; further: % of control where 0% means no effect; nearly all actives have a fitted effect of over 50% in size
TGFb inhibitor = qHTS for Inhibitors of TGF-b | HepG2 CAGA-GFP TGF-b/SMAD3 reporter, GFP fluorescence, 18 h; TGF-beta stimulated, 500 pg/mL final | Potency, µM (top dose mostly 46.1 µM), for inactives: top-dose activity, negative = inhibition, hits mostly inhibitors | 1.2% of 410,000 active; further: on the % scale 0 is the no-effect control and ±100 the full control effect; nearly all actives have a fitted effect of over 65% in size
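TGF-beta reporter screen: HEPG2 CAGA-GFP, 1% FBS, 500 pg/mL TGF-beta final, 18 h; per-cell GFP summed per well; curves fitted and categorized by class.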
S2 tox = Viability Counterscreen for Primary qHTS for Inhibitors of ATXN expression; 0.49% of 400,000 active; Potency, µM (top dose mostly 56.7 µM), most hits filed as cytotoxic; S2 cells (HEK-293 line with an ATXN2-luciferase reporter) viability, CellTiter-Fluor protease fluorescence, 24 h; further: nearly all actives have a fitted effect of over 40% in size
EPAC2 antagonist = qHTS for Antagonist of cAMP-regulated guanine nucleotide exchange factor 2 (EPAC2): primary screen | EPAC2 GEF exchange of Rap1B-BODIPY-GDP, fluorescence | Potency, µM (series often up to 114 µM), for inactives: at the highest dose activity, negative = inhibition, most hits filed as inhibitors | Rap guanine nucleotide exchange factor 4 (Homo sapiens), Q8WZA2 | 0.18% of 360,000 active; further: on the % scale 0 is the no-effect control and ±100 the full control effect; nearly all actives have a fitted effect of over 45% in size; many of its hits are not listed in these tables
Target sequence (Q8WZA2 whole entry, looked up): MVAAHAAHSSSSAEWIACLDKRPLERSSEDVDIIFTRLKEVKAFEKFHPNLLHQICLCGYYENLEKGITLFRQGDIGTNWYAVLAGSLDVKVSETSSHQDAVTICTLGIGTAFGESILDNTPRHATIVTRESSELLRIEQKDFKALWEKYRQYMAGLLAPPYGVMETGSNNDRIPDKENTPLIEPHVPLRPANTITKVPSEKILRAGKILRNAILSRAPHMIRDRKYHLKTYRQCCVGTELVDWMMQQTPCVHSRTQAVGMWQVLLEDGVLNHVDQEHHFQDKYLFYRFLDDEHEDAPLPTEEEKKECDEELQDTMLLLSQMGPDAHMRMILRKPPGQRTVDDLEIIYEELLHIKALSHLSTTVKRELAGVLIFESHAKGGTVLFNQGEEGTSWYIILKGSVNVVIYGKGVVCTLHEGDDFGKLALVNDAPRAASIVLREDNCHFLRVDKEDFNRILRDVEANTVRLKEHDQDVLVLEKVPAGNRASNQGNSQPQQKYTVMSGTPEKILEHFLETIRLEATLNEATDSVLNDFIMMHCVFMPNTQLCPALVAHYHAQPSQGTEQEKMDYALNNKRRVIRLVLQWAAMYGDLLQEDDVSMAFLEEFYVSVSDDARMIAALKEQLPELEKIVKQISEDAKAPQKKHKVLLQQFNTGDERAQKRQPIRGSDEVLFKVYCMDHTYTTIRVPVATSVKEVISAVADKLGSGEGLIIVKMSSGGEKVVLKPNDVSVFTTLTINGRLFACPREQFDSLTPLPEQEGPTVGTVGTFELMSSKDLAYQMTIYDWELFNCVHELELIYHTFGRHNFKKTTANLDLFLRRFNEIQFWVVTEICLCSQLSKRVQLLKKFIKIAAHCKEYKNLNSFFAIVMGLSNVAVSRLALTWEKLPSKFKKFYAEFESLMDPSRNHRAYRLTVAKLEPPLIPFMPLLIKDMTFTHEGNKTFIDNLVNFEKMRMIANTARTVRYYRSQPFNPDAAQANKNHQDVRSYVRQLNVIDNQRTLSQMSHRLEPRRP
Numbers without * were called inactive; [ ] = another dose, or the depositor's remark. The call rests on the fitted dose curve; in most records, active means well fitted curve in the direction sought with a large enough effect; inconclusive means small, poorly fitted or top-dose-only effect, or another doubt; inactive means no such curve, though single readings can be large; an effect the other way counts as inactive or inconclusive. Potency means the concentration at half of the fitted maximal effect.

Screening CC(C)Oc1ccc(S(=O)(=O)N2CCOCC2)cc1NC(=O)C1CCCC1 returned A549 viability -7%, HepG2 viability 4%, Nrf2 activator -0.1%, Nrf2 block -18%, ATXN2 expr inh 5%, MCF10A rereplic -5%, TGFb inhibitor 3%, S2 tox inactive and EPAC2 antagonist -3%.
NNC(=O)c1cccnc1Oc1ccccc1 was read as A549 viability 2%, HepG2 viability -27%, Nrf2 activator 0.2%, Nrf2 block 5%, ATXN2 expr inh 3%, MCF10A rereplic -2%, TGFb inhibitor 4%, S2 tox inactive and EPAC2 antagonist -4%.
Oc1ccc(Br)cc1-c1nc2cnccn2c1NC1CCCCC1 was read as A549 viability inconclusive, HepG2 viability -26%, Nrf2 activator -0.9%, Nrf2 block 4%, ATXN2 expr inh -26%, MCF10A rereplic 8%, TGFb inhibitor inconclusive, S2 tox inactive and EPAC2 antagonist -8%.
Screening Cc1c(C(=O)NCc2ccccc2)cnn1-c1ccccc1 returned A549 viability 0%, HepG2 viability -7%, Nrf2 activator 2.4%, Nrf2 block 8%, ATXN2 expr inh 0%, MCF10A rereplic -1%, TGFb inhibitor 3%, S2 tox inactive and EPAC2 antagonist -5%.
COCCOC(=O)c1[nH]c2c(c1C)C(=O)CC(c1ccc(OC)cc1)C2 (stereo not drawn) was read as A549 viability 2%, HepG2 viability 2%, Nrf2 activator 0.1%, Nrf2 block 3%, ATXN2 expr inh 3%, MCF10A rereplic 1%, TGFb inhibitor 11%, S2 tox inactive and EPAC2 antagonist 5%.
CSCCC(NC(=O)OC(C)(C)C)C(=O)NC(CC(C)C)C(N)=O (stereo not drawn) was read as A549 viability 1%, HepG2 viability -2%, Nrf2 activator -0.1%, ATXN2 expr inh 1%, MCF10A rereplic 1%, TGFb inhibitor 2%, S2 tox inactive and EPAC2 antagonist -10%.
`CCN(CC)c1ccc(N=Cc2ccccc2[N+](=O)[O-])cc1` gave A549 viability -16%, HepG2 viability 8.9µM*, Nrf2 activator -0.6%, Nrf2 block inconclusive, ATXN2 expr inh inconclusive, MCF10A rereplic inconclusive, TGFb inhibitor inconclusive, S2 tox inconclusive and EPAC2 antagonist 0%.
`CNc1ccccc1NC(=O)C1CCCN1C(=O)OCc1ccccc1` (stereo not drawn) gave A549 viability 0%, HepG2 viability -4%, Nrf2 activator -0.3%, Nrf2 block 9%, ATXN2 expr inh 1%, MCF10A rereplic -3%, TGFb inhibitor -5%, S2 tox inactive and EPAC2 antagonist 1%.
For CCCC12CN3CC(C)(CN(C1)C3c1ccc(OC)cc1)C2=O (stereo not drawn) the results were A549 viability -6%, HepG2 viability 11%, Nrf2 activator 0.1%, Nrf2 block 6%, ATXN2 expr inh -7%, MCF10A rereplic 2%, TGFb inhibitor -1%, S2 tox inconclusive and EPAC2 antagonist 4%.
Cn1c(N)c(C(=O)Nc2ccc3ccccc3c2)sc1=S was read as A549 viability -2%, HepG2 viability -9%, Nrf2 activator 3.8%, Nrf2 block 15%, ATXN2 expr inh 16%, MCF10A rereplic 1%, TGFb inhibitor 13%, S2 tox inactive and EPAC2 antagonist -3%.

Compounds above that have an aryl methoxy group:
COCCOC(=O)c1[nH]c2c(c1C)C(=O)CC(c1ccc(OC)cc1)C2 (stereo not drawn) was read as A549 viability 2%, HepG2 viability 2%, Nrf2 activator 0.1%, Nrf2 block 3%, ATXN2 expr inh 3%, MCF10A rereplic 1%, TGFb inhibitor 11%, S2 tox inactive and EPAC2 antagonist 5%.
For CCCC12CN3CC(C)(CN(C1)C3c1ccc(OC)cc1)C2=O (stereo not drawn) the results were A549 viability -6%, HepG2 viability 11%, Nrf2 activator 0.1%, Nrf2 block 6%, ATXN2 expr inh -7%, MCF10A rereplic 2%, TGFb inhibitor -1%, S2 tox inconclusive and EPAC2 antagonist 4%.

The list continues.
CCC(C)(C#CCN1CCCCC1)OC(C)=O (stereo not drawn) was read as A549 viability 0%, HepG2 viability -8%, Nrf2 activator 0.8%, Nrf2 block 1%, ATXN2 expr inh -4%, MCF10A rereplic 2%, TGFb inhibitor 0%, S2 tox inactive and EPAC2 antagonist 5%.
Screening CC1(C)NC(=O)N(CC(=O)OCC(=O)c2ccc(F)cc2)C1=O returned A549 viability 2%, HepG2 viability -4%, Nrf2 activator -0.5%, Nrf2 block 0%, ATXN2 expr inh 2%, MCF10A rereplic -5%, TGFb inhibitor 5%, S2 tox inactive and EPAC2 antagonist -4%.
`COC(=O)Cn1c(SCCOc2ccccc2OC)nc2ccccc21` gave A549 viability 0%, HepG2 viability 3%, Nrf2 activator 2.0%, Nrf2 block inconclusive, ATXN2 expr inh 38%, TGFb inhibitor -5% and S2 tox inactive.
COc1ccc(-c2nn(CCC#N)cc2C(=O)Nc2cccc(C(=O)O)c2)cc1OC was read as A549 viability -1%, HepG2 viability 6%, Nrf2 activator -0.8%, Nrf2 block 4%, ATXN2 expr inh -23%, MCF10A rereplic -9%, TGFb inhibitor -14%, S2 tox inactive and EPAC2 antagonist -1%.
`Cc1cccc(C)c1N1CCN(C(=O)Nc2ccc3c(c2)OCCO3)CC1` gave A549 viability -4%, HepG2 viability -22%, Nrf2 activator 0.7%, Nrf2 block -36%, ATXN2 expr inh 32%[activator], MCF10A rereplic 7%, TGFb inhibitor -9%, S2 tox inactive and EPAC2 antagonist -1%[57.1 µM].
For COc1cccc(NC(=O)NNC(=O)COc2ccc3ccccc3c2)c1 the results were A549 viability 4%, HepG2 viability -3%, Nrf2 activator -0.4%, Nrf2 block -16%, ATXN2 expr inh 4%, MCF10A rereplic 8%, TGFb inhibitor 0%, S2 tox inactive and EPAC2 antagonist 5%.
Screening COCc1ccc(C(=O)N2CCc3c([nH]c4ccccc34)C2c2ccccn2)s1 (stereo not drawn) returned A549 viability -11%, HepG2 viability -12%, Nrf2 activator 2.9%, Nrf2 block -5%, ATXN2 expr inh -21%, MCF10A rereplic inconclusive, TGFb inhibitor 5%, S2 tox inactive and EPAC2 antagonist -17%.
`Cc1cc(=O)n(Cc2ccccc2Cl)c2c1c(C)nn2-c1ccccc1` gave A549 viability 7%, HepG2 viability -11%, Nrf2 activator 0.4%, Nrf2 block inconclusive, ATXN2 expr inh -6%, TGFb inhibitor 1% and S2 tox inactive.
`CC(C)C(OC(=O)CN1C(=O)c2ccccc2C1=O)C(=O)NC1CCCC1` (stereo not drawn) gave A549 viability 1%, HepG2 viability 3%, Nrf2 activator -0.4%, Nrf2 block -5%, ATXN2 expr inh 1%, MCF10A rereplic -3%, TGFb inhibitor 4%, S2 tox inactive and EPAC2 antagonist -4%.
COc1cccc(C(=O)Nc2ccc(S(=O)(=O)Nc3onc(C)c3C)cc2)c1 was read as A549 viability 1%, HepG2 viability 4%, Nrf2 activator 0.0%, Nrf2 block 1%, ATXN2 expr inh 1%, MCF10A rereplic -1%, TGFb inhibitor 9%, S2 tox inactive and EPAC2 antagonist 14%.
Screening COC1=C(Nc2ccccc2OC)C(=O)c2ccccc2C1=O returned A549 viability 1%, HepG2 viability -54%, Nrf2 activator 2.9%, Nrf2 block inconclusive, ATXN2 expr inh -14%, MCF10A rereplic -17%, TGFb inhibitor -30%, S2 tox inactive and EPAC2 antagonist inconclusive.
For COc1ccccc1C(=O)NCCc1csc(-c2ccc(C(F)(F)F)cc2)n1 the results were A549 viability 13%, HepG2 viability -61%, Nrf2 activator -2.6% and TGFb inhibitor 8.9µM*.
Cc1ccccc1-n1c(SCc2c(C)noc2C)nnc1-c1c[nH]c2ccccc12 was read as A549 viability -14%, HepG2 viability -3%, Nrf2 activator 5.9%, Nrf2 block inconclusive, ATXN2 expr inh 8%, MCF10A rereplic 1%, TGFb inhibitor -4%, S2 tox inactive and EPAC2 antagonist -2%.
O=C(c1ccc(Cl)cc1)C1CCN(C(=O)C2CC2)CC1 was read as A549 viability -5%, HepG2 viability -15%, Nrf2 activator 0.0%, Nrf2 block inconclusive, ATXN2 expr inh -21%, MCF10A rereplic 6%, TGFb inhibitor -3%, S2 tox inactive and EPAC2 antagonist -1%.
For Cc1ccc(/C=N/N2CCN(c3ccc(Cl)cc3)CC2)o1 the results were A549 viability -1%, HepG2 viability -3%, Nrf2 activator 2.4%, ATXN2 expr inh 2%, MCF10A rereplic 0%, TGFb inhibitor 3%, S2 tox inactive and EPAC2 antagonist -5%.
Screening CCOC(=O)c1sc(NC(=O)CSc2nnc(C(C)C)n2C)nc1C returned A549 viability -17%, HepG2 viability -2%, Nrf2 activator -0.3%, Nrf2 block -19%, ATXN2 expr inh -4%, MCF10A rereplic 4%, TGFb inhibitor 14%, S2 tox inactive and EPAC2 antagonist 3%.
Screening COC(=O)CCCC(=O)N(C)CC1CCCN(CCc2ccccc2C)C1 (stereo not drawn) returned A549 viability 7%, HepG2 viability -2%, Nrf2 activator 0.1%, Nrf2 block 1%, ATXN2 expr inh -20%[11.3 µM], MCF10A rereplic -30%, TGFb inhibitor 4%, S2 tox inactive and EPAC2 antagonist 2%.
For COc1ccc(CC(=O)Nc2ccc(S(=O)(=O)Nc3nc(C)cc(C)n3)cc2)cc1 the results were A549 viability -3%, HepG2 viability -3%, Nrf2 activator -0.3%, ATXN2 expr inh -4%, MCF10A rereplic -15%, TGFb inhibitor -5%, S2 tox inactive and EPAC2 antagonist 3%.
For CN(C)c1ccc(NC(=O)c2ccc([N+](=O)[O-])cc2Cl)cc1 the results were A549 viability 0%, HepG2 viability -5%, Nrf2 activator 3.2%, Nrf2 block inconclusive, ATXN2 expr inh 22%[11.3 µM], MCF10A rereplic -9%, TGFb inhibitor -3%, S2 tox inactive and EPAC2 antagonist 8%.

Compound activity: PubChem BioAssay, National Center for Advancing Translational Sciences (NCATS)

Some of the compounds tested (hit frequency here may not be typical).
